TRPC6 inh = mouse TRPC6 channel inhibitors, primary screen, cell-based, HEK293, membrane potential dye | Short transient receptor potential channel 6 (Mus musculus), Q61143 | ACh-evoked depolarization; hits give low values | B-score at 10 µM | actives 1.1% (n = 310,000) | AID 2553, 2010;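 active = B-score under library mean minus 3 SD, initial fluorescence not abnormally high, positive integrated signal ratio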;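 note: B-score derived from integrated fluorescence ratio over the kinetic read; more negative B-score means stronger inhibition of depolarization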
MrgX1 ag = agonists of human MrgX1 receptor, primary screen, HEK293 cells, Fluo-4 calcium flux; Fluo-4 calcium fluorescence, agonist mode; hits give high values; B-score at 10 µM; actives 0.44% (n = 310,000);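 active = calcium response B-score plate-corrected fluorescence ratio at least 3 library SD, with starting fluorescence B-score inside 5 SD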
Target sequence (Q96LB2 whole entry, looked up): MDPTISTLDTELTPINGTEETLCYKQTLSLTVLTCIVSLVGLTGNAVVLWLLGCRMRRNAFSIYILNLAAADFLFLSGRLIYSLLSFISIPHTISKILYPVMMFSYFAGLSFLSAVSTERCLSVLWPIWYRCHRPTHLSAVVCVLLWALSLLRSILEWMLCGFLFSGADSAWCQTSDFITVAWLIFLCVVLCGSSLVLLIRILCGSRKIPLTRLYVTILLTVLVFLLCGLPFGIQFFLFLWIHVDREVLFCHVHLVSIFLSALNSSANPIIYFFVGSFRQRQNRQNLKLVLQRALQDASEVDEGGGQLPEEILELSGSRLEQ
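Test system: Stable human MrgX1 HEK293 cell line | Schedule: Overnight plating before 1 h dye loading | Read-out basis: Baseline-normalised fluorescence change ratio, B-scored | Detection: Kinetic calcium dye fluorescence, Fluo-4 NW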
HIF activator = HIF pathway transcriptional activators, primary screen, cell-based, U2OS HRE-luciferase, luminescence; AID 1910, 2009; U2OS HRE-luciferase reporter; normalized: DMSO 0%, desferrioxamine 100%; actives 0.32% (n = 300,000); activation, % at 7.5 µM (by protocol);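 active = mean activation of at least 10% of the iron chelator positive control signal, with at least half of replicates also reaching 10%; inconclusive = mean and replicate majority disagree about reaching 10%; inactive = mean and most replicates under 10%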
TRPC6 activator = mouse TRPC6 channel activators, primary screen, cell-based, HEK293, membrane potential dye. HEK293-TRPC6 membrane potential dye fluorescence; hits give high values. B-score at 10 µM. actives 0.13% (n = 310,000);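 active = B-score of the integrated fluorescence ratio above library mean plus 3 SD, and starting fluorescence ratio within library mean plus 5 SD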;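 note: higher score means more depolarization so channel activation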
AI-2 QS mod = Vibrio harveyi AI-2 quorum sensing modulators, primary screen, JMH597 strain, luminescence/OD600 ratio | Vibrio harveyi JMH597 AI-2 luminescence/OD600 ratio, 9 h; hits give low values; strain lacks LuxN and CqsS sensors; 0 = neutral-control median | activity change, % at 7.5 µM | actives 0.4% (n = 300,000); in the data active = activity change below about -75%, passing the limit was not always enough; inconclusive = no clear call, values can overlap the other calls;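 note: luminescence divided by OD600 gain over 9 h not by final OD600 alone; inactives centre near 13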
MrgX1 PAM = positive allosteric modulators of MrgX1, primary screen, HEK293 cells, Fluo-4 calcium flux; Mas-related G-protein coupled receptor member X1 (Homo sapiens), Q96LB2; FDSS; hits give high values; B-score at 10 µM; actives 0.63% (n = 310,000);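 active = plate-corrected calcium response at least 3 library SD above typical, normal starting fluorescence, not activating the receptor alone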;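 note: compound read alongside a low EC10 to EC30 dose of BAM8-22 agonist; peak minus trough fluorescence over baseline measured at the second addition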
TRPC4 PAM = positive allosteric modulators of TRPC4, primary screen, cell-based, mouse TRPC4beta, HEK293 mu-opioid, Fluo-4 calcium; DAMGO EC20, Fluo-4 Ca2+ flux; hits give high values; Short transient receptor potential channel 4 (Mus musculus), Q9QUQ5; B-score at 10 µM; actives 0.42% (n = 310,000);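 active = B-score of calcium response area above 5 SD of library B-scores, with initial fluorescence ratio within 5 SD of library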;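 note: B-score of integrated fluorescence ratio over time as area under calcium response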
MrgX1 antagonist = antagonists of human MrgX1 receptor, primary screen, HEK293 cells, Fluo-4 calcium flux; Mas-related G-protein coupled receptor member X1 (Homo sapiens), Q96LB2; BAM8-22 antagonism; hits give low values; B-score at 10 µM; actives 1.3% (n = 310,000); AID 588676, 2011;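 active = calcium-response B-score plate-corrected more than 3 library SD below zero, starting fluorescence within 5 deviations, no agonist response on first addition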;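 note: peak minus trough fluorescence over baseline after final BAM8-22 challenge near maximal dose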
TRPC4 inh = inhibitors of mouse TRPC4 channel, primary screen, Fluo4 calcium, HEK293 TRPC4beta/mu-opioid cells; Short transient receptor potential channel 4 (Mus musculus), Q9QUQ5; DAMGO-evoked Fluo4 calcium flux; hits give low values; actives 0.39% (n = 300,000); B-score at 10 µM;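 active = B-score over 3 SD under the library average, no early fluorescence shift, positive overall ratio signal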
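Signal: kinetic Fluo4 fluorescence imaging of calcium influx. Material: stable TRPC4beta/mu-opioid receptor HEK293 cells. Probe or stimulus: DAMGO in two steps, submaximal then maximal.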
PolyA inhibitor = polyadenylation inhibitors in yeast reporter cells, primary screen, luminescence, S. cerevisiae; S. cerevisiae SKY197-pL101 polyadenylation reporter, beta-gal luminescence; efflux-impaired pdr1/pdr3 knockout yeast; score 100 = 6 SD above DMSO; calls only at 12 µM; actives 0.02% (n = 300,000);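 active = lowest replicate activity score at least 50, where 100 means six control SD above control mean; inconclusive = lowest score under 50 but half or more replicates reach 50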;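 note: yeast exposed to compound for 9 h at 30 °C; higher score means more reporter readthrough which indicates perturbed polyadenylation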
TRPC4 agonist = activators of mouse TRPC4 channel, primary screen, Fluo4 calcium, HEK293 TRPC4beta/mu-opioid cells; Fluo4 calcium fluorescence; hits give high values; actives 0.49% (n = 310,000); B-score at 10 µM;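 active = B-score above 5 SD of library B-scores, and initial fluorescence ratio not above library mean plus 5 SD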;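 note: positive B-score marks a calcium rise read as TRPC4 activation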
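System: HEK293 cells stably co-expressing mouse TRPC4beta and mu-opioid receptor; Schedule: Fluo4 dye loading 45 min at room temperature, 110 s recording; Detection: Fluo4 fluorescence, kinetic; Evaluation: B-scored integrated calcium fluorescence ratio; Controls: buffer (low) and maximal DAMGO (high).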
* marks the source's active call; other numbers are inactive results; i = inactive; ? = inconclusive; . = no result given; & = joins results of further samples. The list is partial; count on the stated rates, not on these rows.

Results follow in this order: HIF activator	TRPC4 inh	TRPC4 PAM	MrgX1 antagonist	MrgX1 ag	AI-2 QS mod	MrgX1 PAM	TRPC6 activator	TRPC6 inh	PolyA inhibitor	TRPC4 agonist
- COC(=O)c1ccc(CSc2ncnc3sc(C)c(C)c23)o1
→ 0.1	i	i	i	i	10.6	i	i	i	i	i
- CCOC(=O)CC(NC(=O)c1cc2cc(Br)ccc2oc1=O)c1cccc([N+](=O)[O-])c1 (stereo not given)
→ -0.1	i	26*	i	i	7.8	i	i	i	i	i
- CC1CCCCN1C(=O)c1ccc(S(=O)(=O)N2CCCCC2C)cc1 (stereo not given)
→ -0.3	i	i	i	i	9.0	i	i	i	i	i
- CC(C)C12CN3CC(C(C)C)(CN(C1)C3c1ccccc1)C2O (stereo not given)
→ -0.2	i	i	i	i	2.2	i	i	i	i	i
- Cc1ccc(N2CC(C(=O)OCc3ccccc3F)CC2=O)cc1 (stereo not given)
→ -0.3	i	i	i	i	20.7	i	i	i	i	i
- CC(C(=O)Nc1ccc(N(C)C)cc1)N1C(=O)c2ccccc2S1(=O)=O (stereo not given)
→ 0.0	i	i	i	i	26.5	i	i	i	i	i
- O=C(N/C(=C\c1ccco1)C(=O)N1CCOCC1)c1ccccc1Cl
→ 0.7	i	i	i	i	17.0	i	i	i	.	i
- O=C(NCCN1CCOCC1)/C(=C/c1ccco1)NC(=O)c1ccccc1
→ -0.6	i	i	i	i	-3.4	i	i	i	i	i
- COc1cc(OC)cc(C(=O)N(CN2CCCC2=O)c2ccccc2OC)c1
→ 0.1	i	i	i	i	12.8	i	i	i	i	i
- N#Cc1c(C(F)(F)F)cc(-c2ccco2)nc1SCc1ccccn1
→ -0.4	i	i	-4.65*	i	34.3	i	i	i	i	i
- O=c1c2ccccc2nc(COc2ccccc2)n1/N=C/c1ccc(O)c(O)c1
→ 1.3	i	i	i	i	25.8	i	i	i	i	i
- CN(CC(O)CN1CCOCC1)S(=O)(=O)O (stereo not given)
→ -0.2&-0.1	i	i	i	i	19.0&6.5	i	i	i	i	i
- CCN1C(=O)C(CC(=O)Nc2ccc(OC)cc2)N(CCc2ccccc2)C1=S (stereo not given)
→ .	i	i	i	i	-9.9	i	i	i	.	i
- CCc1cc(=O)oc2cc(OC(=O)c3ccco3)ccc12
→ -0.2	i	i	i	i	12.2	i	i	i	i	i
- COc1ccc2nc(C)cc(Nc3ccc(N4CCN(C)CC4)cc3)c2c1
→ 5.6	i	i	i	i	29.7	i	i	-9.6*	i	i
- Cc1ccnc(SCC(=O)c2cccc([N+](=O)[O-])c2)n1
→ 0.9	i	i	i	i	15.7	i	i	i	i	i
- O=c1cc(CSc2ccccn2)nc(N2CCN(c3ccccc3)CC2)[nH]1
→ 0.1	i	i	-4.82*	i	9.4	i	i	i	i	i
- O=C(N/C(=C/c1ccc(Br)cc1)C(=O)N1CCCC1=O)c1ccco1
→ 0.1	i	i	i	i	22.9	i	i	i	i	i
- O=C(O)CN1C(=O)/C(=C\c2cccc(OCc3ccccc3)c2)SC1=S
→ 2.2	i	i	i	i	14.4	i	i	i	i	i
- Cc1ccc(O)c(NC(=O)c2cc(-c3ccc(F)cc3)on2)c1
→ 2.5	i	i	i	i	8.5	i	i	i	i	i
- O=C(OCc1ccc(Cl)cc1Cl)c1cccnc1Cl
→ -0.1	i	i	i	i	15.4	i	i	i	i	i
- O=C(C[n+]1ccccc1)Nc1c(Cl)cc(Cl)cc1Cl
→ -0.5	i	i	i	i	18.6	i	i	i	i	i
- CC1Cc2cc(S(=O)(=O)N3CCC(C(=O)Nc4ccccn4)CC3)ccc2N1C(=O)C1CCC1 (stereo not given)
→ 0.4	i	i	i	i	4.3	i	i	i	i	i
- Cc1ccccc1C(=O)NCC(=O)OC(C)C(=O)Nc1cccc(S(=O)(=O)N2CCOCC2)c1 (stereo not given)
→ 0.3	i	i	i	i	1.2	i	i	i	i	i
- CCN(CC)CCCNC(=O)CCn1nc(-c2ccc(Cl)cc2)ccc1=O
→ 1.0	i	i	i	i	7.5	i	i	i	i	i
- COC(=O)c1ccc(OCC2c3cc(OC)c(OC)cc3CCN2C(C)=O)cc1 (stereo not given)
→ -0.3	i	i	i	i	27.3	i	i	i	i	i
- CCC(C)NC(=O)C1CCC(=O)N1CCc1ccccc1 (stereo not given)
→ 0.2	i	i	i	i	17.9	i	i	i	i	i
- Nc1ncnc2c1CCC2
→ -0.1	i	i	i	i	10.3	i	i	i	i	i
- CCCCNC(=S)Nc1ccc2cn[nH]c2c1
→ ?	i	i	i	i	-4.9	i	i	i	i	i
- COC(=O)C1(C)NC(c2ccc(O)cc2)C2C(=O)N(c3ccc(C)cc3)C(=O)C21 (stereo not given)
→ -0.3	i	i	i	i	11.6	i	i	i	i	i
- CC(=O)COc1ccc2oc(=O)cc(-c3cc4ccccc4o3)c2c1
→ -1.1	i	i	i	i	11.4	i	i	i	i	i
- CCCCCn1nnc2c(=O)oc3ccccc3c21
→ -0.2	i	i	i	i	4.6	i	i	i	i	i
- O=S(=O)(NC(=S)c1ccccc1)c1ccc(F)cc1
→ 1.8	i	i	i	i	4.7	i	i	i	i	i
- COc1ccc2cnnc(SCC(=O)Nc3ccc(C(=O)O)cc3)c2c1OC
→ -0.9	i	i	i	i	37.4	i	i	i	i	i
- O=C(Nc1cccc2ccccc12)c1ccc([N+](=O)[O-])cc1
→ -37.3	i	i	i	i	10.5	i	i	i	i	i
- O=[N+]([O-])c1cccc(/C=N/N=C\c2ccccc2)c1
→ 1.2	i	i	i	i	-0.3	i	i	i	i	i
- COc1cccc(-c2csc(NC(C)=O)n2)c1
→ 1.3	i	i	i	i	13.1	i	i	i	i	i
- CC(C)(C)NC(=O)C(c1ccco1)N(C(=O)c1ccc(CN2CCOCC2)o1)c1ccccc1 (stereo not given)
→ 0.0	i	i	i	i	4.5	i	i	i	i	i
- CCOc1ccc(NC(=O)C(C)Oc2ccccc2C(=O)Nc2cccc(Cl)c2Cl)cc1 (stereo not given)
→ -26.1	i	i	i	i	-6.8	i	i	i	i	i
- COc1ccccc1-n1cnc2cc(C(=O)NC3CCCC3)ccc21
→ -0.3	i	i	i	i	15.7	i	i	i	.	i
- Cc1ccccc1-n1c(-c2ccncc2)n[nH]c1=S
→ -0.6	i	i	i	i	3.5	i	i	i	i	i
- COc1ccc(NS(=O)(=O)c2ccc(N3CCOCC3)c(NC(=O)c3ccco3)c2)cc1
→ 0.0	i	i	i	i	19.9	i	i	i	i	i
- O=C(CCNS(=O)(=O)c1ccc(Br)cc1)N1CCCCCCC1
→ 0.5	i	i	i	i	-0.9	i	i	i	i	i
- COc1cc(/C=C(/NC(=O)c2ccccc2)C(=O)N2CCN(C)CC2)c([N+](=O)[O-])cc1OC
→ -0.1	i	i	i	i	-9.0	i	i	i	i	i
- COc1ccccc1NC(=O)Cc1csc(NC(=S)Nc2ccc(C)cc2)n1
→ 0.5	i	i	i	i	4.3	i	i	i	i	i
- Cc1noc(C)c1CSc1nc2ccccc2c(=O)n1-c1ccccc1
→ 0.7	i	i	i	i	7.4	i	i	i	i	i
- CCOc1ccc(NC(=S)NNC(=O)c2cc(Br)ccc2Cl)cc1
→ -0.5	i	i	i	i	22.4	i	i	i	i	i
- COc1cc(OC)c2c(N)c(C#N)c(C(F)(F)C(F)(F)F)nc2c1
→ -0.7	i	i	i	i	4.4	i	i	i	i	i
- CCOC(=O)c1c(COC(=O)c2ccco2)nc2ccccc2[n+]1[O-]
→ 0.4	i	i	i	i	5.4	i	i	i	i	i
- CCn1cc(C2=NOC(C(=O)O)C2)c(C)n1 (stereo not given)
→ -0.1	i	i	i	i	10.4	i	i	i	i	i

(continued)
Results follow in this order: HIF activator	TRPC4 inh	TRPC4 PAM	MrgX1 antagonist	MrgX1 ag	AI-2 QS mod	MrgX1 PAM	TRPC6 activator	TRPC6 inh	PolyA inhibitor	TRPC4 agonist
- Cc1ccc(NC2=NCCC2)cc1Cl
→ 0.3	i	i	i	i	7.3	i	i	i	i	i
- CC1(C)CNC(=O)c2sc(N3CCOCC3)nc2C1
→ -0.1	i	i	i	i	0.6	i	i	i	i	i
- CCc1ccc(NC(=O)c2cc(C)no2)cc1
→ 3.0	i	i	i	i	41.1	i	i	i	i	i
- COc1cc(OC)c2ccc(=O)oc2c1C(CC(=O)N1CCN(c2ccccc2)CC1)c1ccc2c(c1)OCO2 (stereo not given)
→ -0.1	i	i	i	i	15.0	i	i	i	i	i
- CN(C)c1ncnc(N(C)C)c1[N+](=O)[O-]
→ -0.1	i	i	i	i	18.6	i	i	i	i	i
- O=C(Nc1nnc(-c2ccccc2)s1)c1ccc(Cl)c(S(=O)(=O)N2CCOCC2)c1
→ -0.4	i	i	.	.	-1.6	.	i	i	i	i
- O=C(Cn1ccc(C(F)(F)F)n1)N=Nc1c(O)[nH]c2ccccc12
→ 0.1	i	i	i	i	-48.0	i	i	i	i	i
- COc1ccc(S(=O)(=O)NCC2CCCN(Cc3ccc(O)cc3)C2)cc1 (stereo not given)
→ 0.4	i	i	i	i	4.6	i	i	i	i	i
- COc1ccc(NC(=O)Nc2c[nH]c(=O)[nH]c2=O)cc1
→ -0.1	i	i	i	i	9.8	i	i	i	i	i
- COc1ccc(NS(=O)(=O)c2ccc(N/N=C/c3ccc(N4CCOCC4)cc3)c([N+](=O)[O-])c2)cc1
→ -0.3	i	i	i	i	7.2	i	i	i	i	i
